# Bioassay records: PubChem BioAssay, several laboratories
# RPL19A TOR yeast: RPL19A-GFP expression modulators in yeast, primary screen, cell-based, S. cerevisiae, multiplex flow cytometry, MLPCN; 330,000 compounds, 0.3% hits; S. cerevisiae RPL19A-GFP strain, 3 h; stronger effect = lower value; percent response vs DMSO, % at 10 µM; AID 2025, 2009;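 active means percent response vs DMSO below 50%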;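 further: median channel GFP fluorescence of the barcoded RPL19A-GFP strain; ratio of sample median GFP to plate DMSO average so 100% = DMSO; lower means less RPL19A-GFP as with rapamycin TOR inhibition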
# proCasp3 act: activators of human procaspase-3 D3A mutant, primary screen, biochemical, absorbance, PC-3 D3A mutant, single concentration. activation, % at 8.5 µM. 330,000 compounds, 0.11% hits. recombinant procaspase-3 D3A, Ac-DEVD-pNA absorbance 405 nm;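 active means activation above the mean of all tested compounds plus 3 SD, cut at about 21% in these data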;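 further: 0% = DMSO alone and 100% = DMSO wells spiked with extra 5 µM PC-3 D3A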
#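 System: Procaspase-3 D3A mutant. Medium: Zinc-free 300 mM NaCl, 50 mM HEPES, 0.01% Triton X-100. Schedule: 1 h preincubation plus 2 h reaction at 25 °C. Measured by: 405 nm absorbance of p-nitroaniline, reads at 0 and 120 min. Read-out: percent activation relative to control range.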
# AGP1 TOR yeast: modulators of AGP1-GFP expression in yeast TOR pathway, primary screen, cell-based, multiplex flow cytometry, S. cerevisiae, MLPCN library; GFP response vs DMSO, % at 10 µM; AID 2066, 2009; 3 h; GFP as percent of DMSO wells; 320,000 compounds, 0.02% hits;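 active means GFP response relative to DMSO above a set limit, near screen average plus 3 SD, cut at about 150% in these data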;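 further: median GFP channel fluorescence of the gated AGP1 strain per well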
# LAP4-GFP MLPCN: modulators of LAP4-GFP expression in yeast, primary screen, S. cerevisiae, multiplex flow cytometry, MLPCN library; 3 h; median GFP as percent of DMSO wells; AID 2023, 2009; GFP response vs DMSO, % at 10 µM; 320,000 compounds, 0.34% hits;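 active means GFP response vs DMSO above a set limit, about the screen mean plus 3 SD, cut at about 150% in these data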
# procasp7 counter: procaspase-7 activators, primary screen, counter-screen for procaspase-3 activator project, biochemical, absorbance, HTS, human; Caspase-7 (Homo sapiens), P55210; recombinant procaspase-7, Ac-DEVD-pNA absorbance 405 nm; D23A/D198A/D206A triple mutant, cannot self-cleave; scale: DMSO 0, 5 µM enzyme 100; activation, % at 8.5 µM; 330,000 compounds, 0.093% hits;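 active means percent activation above the screen-wide mean plus 3 SD, cut at about 25% in these data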
#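 Assay system: Uncleavable procaspase-7 mutant enzyme; Input: 2 µM procaspase-7 mutant as dispensed; Also added: DEVD-pNA substrate; Medium: Zinc-free HEPES pH 7.4 with 300 mM NaCl, 0.01% Triton X-100; Timing: 1 h compound preincubation, 2 h substrate cleavage, 25 °C; Measured by: Epi-absorbance of released pNA at 405 nm, two timepoints.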
# AHR activator: AHR activators, primary screen, cell-based, luminescence, luciferase reporter, human | Aryl hydrocarbon receptor (Homo sapiens), P35869 | AHR-responsive luciferase reporter cells | activation, % at 5 µM | 320,000 compounds, 2.5% hits; in the data active means activation above about 47%;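 further: 0% = vehicle wells and 100% = reference agonist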
# Target sequence (P35869 whole entry, looked up): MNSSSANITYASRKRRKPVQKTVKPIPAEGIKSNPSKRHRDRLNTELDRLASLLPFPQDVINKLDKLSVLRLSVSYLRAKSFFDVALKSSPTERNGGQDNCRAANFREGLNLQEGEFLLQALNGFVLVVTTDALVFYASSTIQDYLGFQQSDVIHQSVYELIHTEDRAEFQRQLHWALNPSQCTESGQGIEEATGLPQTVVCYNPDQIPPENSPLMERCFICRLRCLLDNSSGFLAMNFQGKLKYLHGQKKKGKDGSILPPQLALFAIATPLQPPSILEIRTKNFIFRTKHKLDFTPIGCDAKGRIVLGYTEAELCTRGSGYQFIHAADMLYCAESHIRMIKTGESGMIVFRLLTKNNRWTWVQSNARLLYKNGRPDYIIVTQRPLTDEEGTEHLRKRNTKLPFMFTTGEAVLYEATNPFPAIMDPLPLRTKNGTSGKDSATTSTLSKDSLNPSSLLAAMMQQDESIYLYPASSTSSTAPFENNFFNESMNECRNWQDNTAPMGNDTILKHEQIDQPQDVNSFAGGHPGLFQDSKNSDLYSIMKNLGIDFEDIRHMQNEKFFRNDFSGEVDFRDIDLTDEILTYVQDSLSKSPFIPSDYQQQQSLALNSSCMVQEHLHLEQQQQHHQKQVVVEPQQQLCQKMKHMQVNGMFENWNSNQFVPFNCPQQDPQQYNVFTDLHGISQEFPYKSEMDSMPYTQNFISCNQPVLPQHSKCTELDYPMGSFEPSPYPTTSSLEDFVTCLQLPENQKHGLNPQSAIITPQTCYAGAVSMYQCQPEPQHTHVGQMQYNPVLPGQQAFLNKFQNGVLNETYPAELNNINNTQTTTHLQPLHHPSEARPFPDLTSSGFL
# CIT2-GFP yeast: modulators of CIT2-GFP expression in yeast, primary screen, S. cerevisiae, GFP fusion, multiplex flow cytometry, MLPCN library | GFP response vs DMSO, % at 10 µM | S. cerevisiae CIT2-GFP strain, 3 h; 100 means same as DMSO wells | 320,000 compounds, 0.065% hits | AID 2029, 2009;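 active means GFP response relative to DMSO above a set limit, near the screen mean plus 3 SD, cut at about 150% in these data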;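 further: ratio of well median GFP fluorescence to mean of DMSO wells on the plate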
# MEP2 TOR yeast: modulators of MEP2-GFP levels in yeast, primary screen, S. cerevisiae, multiplex flow cytometry, MLPCN library; S. cerevisiae MEP2-GFP strain, 3 h; 100% = DMSO control level; GFP response vs DMSO, % at 10 µM; 330,000 compounds, 0.51% hits;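 active means GFP response versus DMSO above a set limit, roughly screen mean plus 3 SD, cut at about 180% in these data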;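 further: median GFP fluorescence of the barcode-gated MEP2-GFP cells per well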
# Active calls of the source: *; · = no result given.
# Sample of the layout:
SMILES,RPL19A TOR yeast,proCasp3 act,AGP1 TOR yeast,LAP4-GFP MLPCN,procasp7 counter,AHR activator,CIT2-GFP yeast,MEP2 TOR yeast
O=C(O)CCCC(=O)Nc1ccccc1C(=O)O,103,1,108,110,-15,3,110,105
Cc1c(Cl)cccc1NC(=O)CCN1C(=O)C2CC=CCC2C1=O (stereo unspecified),106,-1,95,81,7,0,·,112
COc1cccc(CN2CCSCC2)c1OC,106,6,105,93,5,0,98,106

# The list itself, from the first entry:
SMILES,RPL19A TOR yeast,proCasp3 act,AGP1 TOR yeast,LAP4-GFP MLPCN,procasp7 counter,AHR activator,CIT2-GFP yeast,MEP2 TOR yeast
O=C(O)CCCC(=O)Nc1ccccc1C(=O)O,103,1,108,110,-15,3,110,105
Cc1c(Cl)cccc1NC(=O)CCN1C(=O)C2CC=CCC2C1=O (stereo unspecified),106,-1,95,81,7,0,·,112
COc1cccc(CN2CCSCC2)c1OC,106,6,105,93,5,0,98,106
Cc1ccc(C(=O)Nc2ccc(F)cc2)cc1NC1=NC2CS(=O)(=O)CC2S1 (stereo unspecified),100,8,104,104,2,5,101,117
CCOC(=O)C1CCN(C(=O)COC(=O)C23CC4CC(CC(C4)C2)C3)CC1,97,10,100,98,9,0,92,97
CCOc1ccc2nc(Nc3nc4ccc(NC(C)=O)cc4s3)sc2c1,99,-46,101,106,-60,21,97,100
CNC(=S)NNC(=O)Cc1ccc(O)cc1,101,4,96,90,-1,1,92,98
Cc1nnc(N2CCC(C(=O)NC3CCC(C)CC3)CC2)c2nn(-c3ccc(Cl)cc3)c(C)c12 (stereo unspecified),91,-4,91,89,12,2,92,93
COC(=O)CNC(=O)c1ccccc1F,96,-1,101,94,1,0,91,99
CC(=O)CC[C@@H](C)O[C@@H]1OC(C)[C@H](O)CC1O (stereo partly specified),92,8,82,100,2,9,83,91
CC(=O)c1c(C)[nH]c(C(=O)OCC(=O)Nc2nnc(-c3ccccc3)o2)c1C,94,7,95,92,6,0,91,93
CCOc1cc(/C=N/NC(=O)CNc2cccc(C)c2)ccc1OC(=O)c1ccccc1,100,1,102,104,5,7,101,99
c1ccc(CSc2ncnc3ccccc23)cc1,87,5,84,96,-5,9,87,92
CCc1nnc(SCC(=O)NC2CCCC2)nc1CC,93,-4,95,95,5,-1,99,99
Cc1ccc(C2CC(c3ccc(F)cc3)Nc3nc(N)nn32)cc1 (stereo unspecified),101,6,100,102,-4,1,97,114
COc1ccc(C(=O)N(CN2CCCC2=O)c2ccccc2OC)cc1OC,102,7,106,101,-3,-2,108,97
Cc1nn(CC2CC2)c(=O)n1N(C)c1ncc(C(F)(F)F)cc1Cl,102,-3,111,111,1,3,112,100
C=CCC[C@H](Cc1ccc(F)cc1)C(=O)OC[C@@H]1CCCN1C(=O)[C@@H](CC=C)CC(=O)NCCO,94,2,92,83,13,-1,93,89
COc1cccc(-n2c(COc3ccccc3C)nnc2SCC(=O)O)c1,100,-3,102,97,2,1,103,100
CC(C)(C)Cc1nnc(NS(=O)(=O)Cc2ccccc2)s1,98,7,101,98,5,1,103,100

# Part of the list above, with tabs.
structure	RPL19A TOR yeast	proCasp3 act	AGP1 TOR yeast	LAP4-GFP MLPCN	procasp7 counter	AHR activator	CIT2-GFP yeast	MEP2 TOR yeast
Cc1c(Cl)cccc1NC(=O)CCN1C(=O)C2CC=CCC2C1=O (stereo unspecified)	106	-1	95	81	7	0	·	112
COc1cccc(CN2CCSCC2)c1OC	106	6	105	93	5	0	98	106
Cc1ccc(C(=O)Nc2ccc(F)cc2)cc1NC1=NC2CS(=O)(=O)CC2S1 (stereo unspecified)	100	8	104	104	2	5	101	117

# Later entries:
SMILES,RPL19A TOR yeast,proCasp3 act,AGP1 TOR yeast,LAP4-GFP MLPCN,procasp7 counter,AHR activator,CIT2-GFP yeast,MEP2 TOR yeast
COc1ccc(/C=C2\SC(=O)N(CCC(=O)N3CCN(C)CC3)C2=O)cc1,101,-3,96,88,2,4,99,101
CCOCCCNC(=O)C(c1ccc(OC)cc1)N(Cc1ccc2c(c1)OCO2)C(=O)CNC(C)=O (stereo unspecified),103,-2,107,101,7,2,103,102
CN(C)S(=O)(=O)c1cccc(NC(=O)CCc2c[nH]c3ccccc23)c1,98,-1,102,99,0,4,96,101
O=c1[nH]cc(S(=O)(=O)N2CCN(c3cccc(Cl)c3)CC2)c(=O)[nH]1,96,-3,97,97,3,0,99,98
CCCc1cc(=O)[nH]c(SCC(=O)Nc2cccc(S(=O)(=O)N3CCOCC3)c2)n1,98,7,98,98,3,-2,105,105
CCCSc1cc(=O)n(-c2ccccc2)nc1C(=O)O,99,10,94,88,-3,-5,97,97
Cc1ccc(NC(=O)C2CCCCC2C(=O)O)cc1Cl (stereo unspecified),101,-2,98,100,9,2,102,99
Cc1nonc1C1CCCN1Cc1cn[nH]c1-c1ccc(-c2ccccc2)cc1 (stereo unspecified),95,4,98,104,-3,11,89,97
O=C(NCCCN1CCOCC1)C1CCN(S(=O)(=O)c2cccc(C(F)(F)F)c2)CC1,99,4,98,105,3,0,95,120
COc1ccc(CNc2ncnc(N)n2)cc1,104,-2,111,106,-2,1,113,106
O=[N+]([O-])c1cccc(Oc2cnccn2)c1,102,7,101,98,15,-2,103,107
CCn1c(=O)c(C(=O)NCCNCCO)c(O)c2ccccc21,104,0,110,102,7,3,103,106
CCOC(=O)c1cnc2c(c(C3CC3)nn2C)c1N1CCOCC1,96,4,100,111,4,3,81,100
Cc1cc(/C=N/NC(=O)c2cccnc2)c(C)n1CC(C)C,102,8,101,99,6,26,100,104
CC(=O)c1cc(-c2ccccc2)n(CC(=O)NC2CCCC2)c1C,108,-1,108,101,-1,-2,·,104
CCOc1ccc2[nH]cc(C(=O)NCc3ccccc3)c(=O)c2c1,100,-4,98,94,4,24,102,104
COc1ccc(S(=O)(=O)Nc2ccccc2SC)cc1C,99,-2,99,95,3,0,102,94
CCc1c(C(=O)Nc2ccc(S(=O)(=O)N3CCOCC3)cc2)csc1C,101,4,96,103,-6,-2,109,108
CCOC(=O)C1CCN(C(=O)COc2ccc3c(c2)OCO3)CC1,105,0,97,96,6,-1,96,102
Cc1ccc(OCc2cc(C(=O)N(C)Cc3cnc4ccccn34)no2)cc1C,97,1,97,84,2,1,95,106
CCOc1ccc(NC(=S)N2CCN(CCN3C(=O)c4cccc5cccc(c45)C3=O)CC2)cc1,103,-4,103,102,-8,89*,101,103
O=C(c1cn(-c2ccccc2)nc1-c1cccnc1)N1CCN(S(=O)(=O)c2cccc(F)c2)CC1,100,8,102,104,2,2,103,108
Cc1ccc(CNC(=O)COC(=O)c2ccc(S(=O)(=O)N3CCCC3)cc2)cc1,90,-7,103,84,-6,2,95,103
CC(C(=O)Nc1cccc([N+](=O)[O-])c1)N(c1ccccc1)S(C)(=O)=O (stereo unspecified),105,8,110,113,4,1,106,111
O=C(c1ccc2c(c1)OCO2)C1CCCN(Cc2cn[nH]c2-c2cccc(F)c2)C1 (stereo unspecified),90,2,·,98,13,5,97,90
CCCc1nc2sc3c(c2c(=O)n1NC(=O)CCC(=O)OC)CCCC3,100,-6,105,100,1,5,99,99
C=CCC[C@H](Cc1ccc(F)cc1)C(=O)OC[C@@H](NC(=O)[C@H](CC=C)CC(=O)NCCO)C(C)(C)C,101,7,106,115,15,-1,105,105
COc1cccc(CC2(CO)CCCN(Cc3ccc(CO)o3)C2)c1 (stereo unspecified),100,1,104,107,-7,2,105,97
O=C(CCN1CCN(S(=O)(=O)c2ccc(F)cc2)CC1)Nc1ccccc1F,106,1,101,97,-2,2,111,111
O=C(Nc1ccc(C(=O)NCCCN2CCCCC2)cc1)C1=CSCCO1,105,3,105,102,-3,0,104,111
CCCCNc1ncnc2c1cnn2-c1ccc(Cl)cc1,100,1,99,130,-3,-4,84,105
Cc1cc(C(F)(F)F)n(-c2nc(C(=O)O)cs2)n1,96,-2,98,95,-9,1,87,99
O=C(c1cc(-c2ccc(Cl)cc2)n(-c2ccc(Cl)c(Cl)c2)n1)N1CCOCC1,102,0,101,98,2,2,97,100
CCOC(=O)C1CCN(C(=O)Cn2c(=O)c3cccn3c3cccnc32)CC1,105,-5,110,100,15,1,106,102
O=C(Cc1ccccc1)NNS(=O)(=O)c1ccc([N+](=O)[O-])cc1,97,-1,98,97,6,4,96,95
CCC(=O)N1CCc2cc(S(=O)(=O)CCC(=O)Nc3ccc(F)c(F)c3)ccc21,105,8,108,111,7,1,108,114
O=C(NCc1ccc(Cl)cc1)C1CCCN(c2ncnc3c2nc2n3CCCCC2)C1 (stereo unspecified),99,3,95,90,6,2,94,95
COc1ccc(Cc2nnc(SCC(=O)Nc3ccccc3C#N)o2)cc1,98,-4,100,101,-11,5,123,109
COc1ccc(CCN=C(N)NS(=O)(=O)c2ccc(F)cc2)cc1,110,4,109,97,9,-1,119,108
COc1ccc(/C=C/C(=O)c2cc(Br)ccc2O)cc1OC,93,1,88,128,-6,4,107,112
Cc1nnc(NC(=O)CSc2ccc([N+](=O)[O-])cn2)s1,99,2,101,104,9,6,94,95
COc1ccc(/C=C2\CCn3c2nc2cc(C(=O)O)ccc2c3=O)cc1OC,95,9,104,110,11,2,98,93
O=C(CN1CCN(C2CCCCC2)CC1)Nc1ccc(Br)cc1,97,3,103,95,-4,0,102,90
CC(=O)NCC(=O)N(c1c(C)n(C)n(-c2ccccc2)c1=O)C1(C(=O)NC2CCCC2)CCCCC1,96,6,95,91,7,1,96,93
O=S(=O)(Nc1cc(F)ccc1F)c1cccc2nonc12,99,0,104,100,3,2,103,102
Cc1ccc(Cn2cccc(NC(=O)CCC3CCCC3)c2=O)cc1,102,9,103,104,12,3,99,104
Cc1ccccc1NC(=O)CCN1C(=O)c2ccccc2C1=O,102,5,101,97,-2,-7,102,106
CC1=C(C(=O)OCc2ccccc2)C(c2ccc(Cl)cc2Cl)NC(=O)N1CCCC(=O)O (stereo unspecified),91,-7,83,124,-4,0,68,94
CC(C)Sc1nc(N2CCCC2)c2c(c1C#N)CC(C)(C)OC2,97,5,100,89,-11,2,111,72
Cc1ccc(C(=O)N/N=C\c2ccc[nH]2)cn1,96,7,94,94,13,-2,88,96
Cc1cc(/C=C(\C#N)C(=O)NCc2ccco2)c(C)n1-c1cccnc1,96,8,91,108,0,70*,80,89
COc1cc(S(=O)(=O)N2CCOCC2)ccc1NC(=O)COC(=O)CC12CC3CC(CC(C3)C1)C2,98,-2,102,87,5,1,117,99
CC1CC1C(=O)OCC(=O)NCc1ccccc1Cl (stereo unspecified),105,2,102,101,9,3,102,98
CC(=O)Nc1ccc(S(=O)(=O)Oc2ccc(N3C(=O)C4CCCCC4C3=O)cc2)cc1 (stereo unspecified),102,-6,106,94,-2,-7,100,105
